Source: PubChem BioAssay (several laboratories)
CAL PDZ FP-1: blocks peptide binding to the human CAL PDZ domain. Q9HD26. purified CAL PDZ, TMR-peptide fluorescence polarization, 1 h. inhibition, % at 24.9 µM. hit rate 0.92% among 300,000. AID 602252;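 active means mean inhibition of at least 30% with at least half of replicates also reaching 30%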;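 further: 0% = DMSO neutral control and 100% = excess unlabeled competitor peptide PRC23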
Rtt109 HAT inh: blocks Candida albicans Rtt109/Vps75 acetyltransferase activity; inhibition, % at 34.9 µM; Q5AAJ8; hit rate 0.16% among 330,000; purified Rtt109/Vps75, ThioGlo CoA-SH fluorescence, 4 h;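 active means inhibition of at least 50% in every replicate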
Target sequence (Q5AAJ8 whole entry, looked up): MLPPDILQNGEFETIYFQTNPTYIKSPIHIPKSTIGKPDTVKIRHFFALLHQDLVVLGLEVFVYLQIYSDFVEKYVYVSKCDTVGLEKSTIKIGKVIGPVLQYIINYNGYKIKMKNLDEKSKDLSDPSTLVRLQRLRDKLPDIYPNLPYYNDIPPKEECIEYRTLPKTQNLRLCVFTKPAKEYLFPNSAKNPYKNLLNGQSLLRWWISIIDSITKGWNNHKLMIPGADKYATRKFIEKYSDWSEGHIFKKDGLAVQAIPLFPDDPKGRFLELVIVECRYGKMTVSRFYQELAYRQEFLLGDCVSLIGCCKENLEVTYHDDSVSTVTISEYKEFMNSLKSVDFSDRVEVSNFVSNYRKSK
dFosB act: mouse delta FosB homodimer activation. hit rate 0.99% among 340,000. purified delta FosB, TAMRA-CDK5 oligo fluorescence polarization; percent of positive-control signal above neutral wells. P13346. activation, % at 25 µM;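 active means mean activation above about 17%, with every replicate also reaching it, limit read from the data, passing the limit was not always enough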;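 further: fluorescence polarization rise as delta FosB binds a TAMRA Cdk5 AP-1 oligo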
Target sequence (P13346 whole entry, looked up): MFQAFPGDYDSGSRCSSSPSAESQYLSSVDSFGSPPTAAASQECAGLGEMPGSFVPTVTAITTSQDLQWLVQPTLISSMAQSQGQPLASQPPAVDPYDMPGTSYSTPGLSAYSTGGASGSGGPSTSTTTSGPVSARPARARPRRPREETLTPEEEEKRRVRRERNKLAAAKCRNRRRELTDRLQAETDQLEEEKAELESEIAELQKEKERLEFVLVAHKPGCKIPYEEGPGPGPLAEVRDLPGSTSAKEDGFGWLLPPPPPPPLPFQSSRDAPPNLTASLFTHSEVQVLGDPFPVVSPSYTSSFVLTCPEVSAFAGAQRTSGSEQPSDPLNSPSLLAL
cardiac RTF act: increases calcium sensitivity of human cardiac regulated thin filaments. P19429+P45379. IANBD-labeled TnC RTF fluorescence at EC20 calcium; 0% EC20 calcium, 100% full calcium. activation, % at 7.2 µM. hit rate 0.24% among 340,000;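 active means activation above the mean over all tested compounds plus 3 SD, cut at about 30% in these data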;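 further: rise in fluorescence read as greater calcium sensitivity of cardiac thin filaments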
Wnt act: activators of Wnt/beta-catenin signaling; Wnt/beta-catenin reporter cell assay, activator, plate reader; hit rate 1.2% among 300,000; activation, % at 9.35 µM; in the data active means activation above about 30%, passing the limit was not always enough;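 further: 0% = neutral control wells and 100% = positive control wells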
CAL PDZ FP-2: blocks peptide binding to human CAL PDZ domain; purified CAL PDZ, TMR-peptide fluorescence polarization, 1 h; AID 504414; hit rate 0.02% among 330,000; inhibition, % at 20 µM; Q9HD26;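 active means highest replicate inhibition of at least 40%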;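 further: plate controls were DMSO neutral control wells for no effect and unlabeled competitor peptide control wells for full effect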
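material = purified tagged CAL PDZ domain construct (CerCALP) | buffer or medium = sodium phosphate/NaCl buffer pH 7.4 with TCEP, IgG, Thesit | reagent = TMR-labelled reporter peptide T*-PRC34 bound in PDZ groove | incubation = 1 h room-temperature incubation prior to read | measured by = fluorescence polarization (mP) | evaluation = percent inhibition from loss of millipolarization | control set = unlabelled peptide and DMSO controls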
Tat transport: inhibitors of E. coli Tat protein transport; inhibition, % at 10 µM; E. coli MC4100 TorA-mCherry Tat export, fluorescence; hit rate 0.036% among 340,000;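 active means mean replicate inhibition at least 50% and at least half of replicates individually reaching 50%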;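 further: exported cargo escapes ClpAP degradation while cytoplasmic cargo is degraded and loses fluorescence; 0% = median of neutral control wells and 100% = median of NaSCN control wells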
CDK5 inh: CDK5/p35 (human) kinase inhibition; Q00535+Q15078; Recombinant CDK5/p35, ADP-Glo luminescence, 60 min; inhibition, % at 10 µM; hit rate 0.01% among 330,000;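 active means highest replicate inhibition of at least 50% and at least 75% of replicates reaching 50%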;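 further: plate controls were DMSO neutral control for no effect and GW8510 at 10 µM for full effect; many of its hits are not listed in these tables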
V-ATPase pHluor: alters yeast V-ATPase proton transport | S. cerevisiae, pHLuorin cytosolic pH fluorescence | response, % at 10 µM | hit rate 0.37% among 350,000 | AID 504577; in the data active means response mostly above about 7.3%, no sharp cut-off; inactive means mostly below about 5.4%; further: actives read high; inactives centre near 0; some compounds called inactive have numbers as strong as hits
MITF act: activators of MITF-driven TRPM1 promoter activity in SK-MEL-5 cells; activation, % at 12.5 µM; AID 588334; SK-MEL-5 TRPM1-promoter luciferase, 24 h; % of positive control, neutral wells = 0; hit rate 0.75% among 300,000;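 active means mean activation of at least 80% with every replicate also reaching 80%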;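 further: 0% = neutral control wells and 100% = parthenolide positive control wells; values of inactives mirror those of a sister screen read the other way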
* marks the source's active call; other numbers are inactive results. Compounds as they come. Share with any hit: about 4.1%.

For O=C(Nc1cccc(Cl)c1)c1cc2c(=O)n3ccccc3nc2s1 the results were CAL PDZ FP-1 3, Rtt109 HAT inh -5, dFosB act 4, cardiac RTF act 5, Wnt act 0, CAL PDZ FP-2 -1.7, Tat transport -7, CDK5 inh -1.7, V-ATPase pHluor -10 and MITF act 21.
CCCc1ccc(OCc2ccc(C(=O)OC)o2)c(OC)c1 was read as Rtt109 HAT inh -6, dFosB act -11, cardiac RTF act 8, Wnt act 19, CAL PDZ FP-2 -2.9, Tat transport -3, CDK5 inh -1.3, V-ATPase pHluor 0 and MITF act 34.
Screening Cc1cc(C)c(-c2cc(NC(=O)COC(=O)c3ccc(C#N)cc3)n(-c3ccccc3)n2)cc1C returned CAL PDZ FP-1 0, Rtt109 HAT inh -5, dFosB act -22, cardiac RTF act 4, Wnt act -1, CAL PDZ FP-2 -0.6, Tat transport -4, CDK5 inh -0.6, V-ATPase pHluor 5 and MITF act 4.
Screening O=C(CSc1oc(-c2cccs2)nc1S(=O)(=O)c1ccc(F)cc1)NCC1CCCO1 (configuration not stated) returned Rtt109 HAT inh 2, dFosB act -17, cardiac RTF act 7, Wnt act 3, CAL PDZ FP-2 -2.7, Tat transport -1, CDK5 inh 0.4, V-ATPase pHluor 1 and MITF act -9.
Cc1ccc(OC(C)C(=O)Nc2ccc3c(c2)n(C)c(=O)n3C)cc1C (configuration not stated) was read as CAL PDZ FP-1 -7, Rtt109 HAT inh -9, dFosB act -1, cardiac RTF act 4, Wnt act 0, CAL PDZ FP-2 0.0, Tat transport 2, CDK5 inh 0.9 and V-ATPase pHluor -2.
For CC(C)CNc1cc(N2CCCC2)ccc1[N+](=O)[O-] the results were CAL PDZ FP-1 2, Rtt109 HAT inh 0, dFosB act -5, cardiac RTF act 1, Wnt act -2, CAL PDZ FP-2 -3.3, Tat transport 7, CDK5 inh -0.1, V-ATPase pHluor 0 and MITF act -4.
N#CCSc1nnc(-c2ccc(S(=O)(=O)N3CCOCC3)cc2)n1CC1CCCO1 (configuration not stated) was read as CAL PDZ FP-1 5, Rtt109 HAT inh 1, dFosB act -10, cardiac RTF act 6, Wnt act 0, CAL PDZ FP-2 -1.4, Tat transport 3, CDK5 inh 0.2, V-ATPase pHluor 2 and MITF act 3.
CN(CCO)c1nc(NCc2ccccc2)c2cnn(C)c2n1 was read as CAL PDZ FP-1 -3, Rtt109 HAT inh -2, dFosB act -2, cardiac RTF act 1, Wnt act -2, CAL PDZ FP-2 -0.2, Tat transport -3, CDK5 inh 1.4, V-ATPase pHluor 0 and MITF act 1.
`COc1ccc2[nH]c(=O)c(CN(CC3CCCO3)C(=S)Nc3ccccc3)cc2c1` (configuration not stated) gave CAL PDZ FP-1 -2, Rtt109 HAT inh 7, dFosB act -13, cardiac RTF act -3, Wnt act -3, CAL PDZ FP-2 -3.1, Tat transport 1, CDK5 inh 0.6, V-ATPase pHluor -2 and MITF act -1.
For COc1ccc2nc(NC(=O)C3=NN(c4ccccc4)C(=O)CC3)sc2c1 the results were CAL PDZ FP-1 -4, Rtt109 HAT inh 8, dFosB act -5, cardiac RTF act -2, Wnt act 12, CAL PDZ FP-2 -2.7, Tat transport 1, CDK5 inh 2.0, V-ATPase pHluor 10 and MITF act 4.
Cc1cc(Nc2ccccc2)n(CCO)n1 was read as CAL PDZ FP-1 0, dFosB act 0, cardiac RTF act 5, CAL PDZ FP-2 -2.0, Tat transport -13, CDK5 inh -1.1 and V-ATPase pHluor -7.
O=C1CC(N2CCN(c3nc4ccccc4s3)CC2)C(=O)N1c1cccc(F)c1 (configuration not stated) was read as Rtt109 HAT inh -2, dFosB act 6, cardiac RTF act 2, CAL PDZ FP-2 -2.5, Tat transport 14, CDK5 inh -0.5, V-ATPase pHluor 6 and MITF act 8.
CN(c1ccccc1C(=O)Nc1ccc(S(=O)(=O)N2CCCCC2)cc1)S(C)(=O)=O was read as Rtt109 HAT inh -6, dFosB act -4, cardiac RTF act 0, CAL PDZ FP-2 -1.2, Tat transport 16, CDK5 inh -1.2, V-ATPase pHluor 1 and MITF act -11.
Screening N#CCCCCn1c(-c2cncs2)nc2ccccc21 returned CAL PDZ FP-1 -4, Rtt109 HAT inh -6, dFosB act -5, cardiac RTF act -3, Wnt act -3, Tat transport -5, CDK5 inh -1.0, V-ATPase pHluor 3 and MITF act 0.
For Cc1cccc(NS(=O)(=O)c2cccc3nsnc23)c1 the results were CAL PDZ FP-1 -1, Rtt109 HAT inh -2, dFosB act -4, cardiac RTF act 1, CAL PDZ FP-2 -0.3, Tat transport -1, CDK5 inh -3.9, V-ATPase pHluor -1 and MITF act 4.
`Cc1c(C(=O)O)sc2c1c(=O)n(Cc1ccccc1)c(=O)n2C` gave CAL PDZ FP-1 -4, Rtt109 HAT inh 2, dFosB act 2, cardiac RTF act -1, Wnt act -1, CAL PDZ FP-2 -1.6, Tat transport -10, CDK5 inh -1.0, V-ATPase pHluor -4 and MITF act 4.
Cc1ccc(CNC(=O)C2CCC(CNS(=O)(=O)c3cccs3)CC2)cc1 (configuration not stated) was read as CAL PDZ FP-1 -4, Rtt109 HAT inh -1, dFosB act -2, cardiac RTF act -6, Wnt act 0, CAL PDZ FP-2 -2.5, Tat transport -5, CDK5 inh -1.8, V-ATPase pHluor -1 and MITF act -3.
`O=C(Nc1ccccc1Cl)c1cc2ccccc2o/c1=N\O` gave CAL PDZ FP-1 -4, Rtt109 HAT inh -4, dFosB act 1, cardiac RTF act 2, Wnt act 13, CAL PDZ FP-2 -1.6, Tat transport -9, CDK5 inh 1.7, V-ATPase pHluor 2 and MITF act 0.
N#C/C(=N/Nc1ccc(S(=O)(=O)N2CCOCC2)cc1)C(N)=O was read as CAL PDZ FP-1 -4, Rtt109 HAT inh 9, dFosB act 1, cardiac RTF act 0, Wnt act 1, CAL PDZ FP-2 -0.8, Tat transport 5, CDK5 inh -5.7, V-ATPase pHluor 2 and MITF act 10.
`Nc1ccnn1Cc1cccnc1` gave CAL PDZ FP-1 -7, Rtt109 HAT inh 11, dFosB act 7, cardiac RTF act 1, Wnt act -11, Tat transport -2, CDK5 inh 0.6, V-ATPase pHluor 2 and MITF act 6.
For COc1ccc(C(=O)NCC2CCCCC2)cc1S(=O)(=O)N1CCOCC1 the results were CAL PDZ FP-1 -5, Rtt109 HAT inh -2, dFosB act -8, cardiac RTF act 0, Wnt act -7, CAL PDZ FP-2 0.0, Tat transport 13, CDK5 inh 1.1, V-ATPase pHluor -1 and MITF act -3.
Cc1oc2ccccc2c1CC(=O)NCCCN(C)C was read as Rtt109 HAT inh 2, dFosB act 2, Wnt act 0, CAL PDZ FP-2 0.0, Tat transport 2, CDK5 inh 0.0 and V-ATPase pHluor 0.
`O=C(CCc1ccccc1)NNC(=O)Nc1ccc(Cl)cc1` gave CAL PDZ FP-1 2, Rtt109 HAT inh -7, dFosB act -10, cardiac RTF act -5, Wnt act -2, CAL PDZ FP-2 -6.0, Tat transport -2, CDK5 inh 5.2 and V-ATPase pHluor -4.
`CCC(C)c1ccc(C(C)NC(=S)NCc2ccc(F)cc2)cc1` (configuration not stated) gave CAL PDZ FP-1 -3, Rtt109 HAT inh 17, dFosB act -5, cardiac RTF act -3, Wnt act -2, CAL PDZ FP-2 -1.4, Tat transport 10, CDK5 inh -0.1, V-ATPase pHluor -3 and MITF act -1.
Screening CCNc1ccccc(C(=O)/C=C/c2ccc3c(c2)OCO3)c1=O returned CAL PDZ FP-1 -2, Rtt109 HAT inh 14, dFosB act -19, cardiac RTF act 0, CAL PDZ FP-2 0.4, Tat transport -4, CDK5 inh 0.5, V-ATPase pHluor -6 and MITF act -13.
For CCN(CC)CCCNS(=O)(=O)c1ccc(OC)cc1 the results were CAL PDZ FP-1 -2, Rtt109 HAT inh 1, dFosB act 7, cardiac RTF act -2, CAL PDZ FP-2 0.2, Tat transport -2, CDK5 inh -0.4, V-ATPase pHluor -2 and MITF act 2.
CC(C)(C)C(=O)NC(=S)NNC(=O)c1sc2ccccc2c1Cl was read as CAL PDZ FP-1 0, Rtt109 HAT inh 6, dFosB act -13, cardiac RTF act -2, CAL PDZ FP-2 -2.9, Tat transport 5, CDK5 inh 1.6, V-ATPase pHluor -1 and MITF act -79.
For COc1ccc(/C=C/C(=O)c2ccc(OC)cc2O)cc1 the results were CAL PDZ FP-1 -2, Rtt109 HAT inh 1, dFosB act -1, cardiac RTF act 2, Wnt act 12, CAL PDZ FP-2 0.0, Tat transport -2, CDK5 inh 1.9, V-ATPase pHluor -1 and MITF act 21.
`COc1ccc(NCC(=O)Nc2ccc(C#N)cc2)cc1Cl` gave Rtt109 HAT inh 4, dFosB act 0, cardiac RTF act 4, CAL PDZ FP-2 -0.8, Tat transport -8, CDK5 inh -1.1, V-ATPase pHluor 3 and MITF act 14.
Screening O=C(Cc1cccs1)N/N=C/c1ccco1 returned CAL PDZ FP-1 -5, Rtt109 HAT inh -5, dFosB act -2, cardiac RTF act -1, CAL PDZ FP-2 0.9, Tat transport 4, CDK5 inh -0.8, V-ATPase pHluor 1 and MITF act 19.
Screening CCCCCCCC(=O)NNC(=O)CC(=O)Nc1ccccc1C(=O)O returned CAL PDZ FP-1 -2, Rtt109 HAT inh 27, dFosB act -3, cardiac RTF act -1, CAL PDZ FP-2 -2.2, Tat transport -13, CDK5 inh 0.0, V-ATPase pHluor -6 and MITF act -1.
Screening CC(=O)[C@@]1(O)[C@H](C)CC2C3CC=C4CC(OP(=O)(O)O)CC[C@]4(C)C3CC[C@@]21C (some centres not stated) returned CAL PDZ FP-1 1, Rtt109 HAT inh 2, dFosB act 7, cardiac RTF act -2, Wnt act 0, CAL PDZ FP-2 0.9, Tat transport -5, CDK5 inh 0.8, V-ATPase pHluor -3 and MITF act -1.
COC(=O)CSC1=C(C#N)C(c2sccc2C)CC(=O)N1 (configuration not stated) was read as CAL PDZ FP-1 -1, Rtt109 HAT inh -13, dFosB act -1, cardiac RTF act 0, Wnt act -3, CAL PDZ FP-2 0.1, Tat transport -6, CDK5 inh -1.5, V-ATPase pHluor -3 and MITF act -9.
Cc1ccccc1CN(c1ccc(C(=O)NCc2cccnc2)cc1)S(C)(=O)=O was read as CAL PDZ FP-1 -3, Rtt109 HAT inh -15, dFosB act -9, cardiac RTF act 5, Wnt act 0, CAL PDZ FP-2 -2.4, Tat transport 6, CDK5 inh -2.7, V-ATPase pHluor 1 and MITF act -3.

A stretch taken from the entries so far, as a working copy:
`COc1ccc(NCC(=O)Nc2ccc(C#N)cc2)cc1Cl` gave Rtt109 HAT inh 4, dFosB act 0, cardiac RTF act 4, CAL PDZ FP-2 -0.8, Tat transport -8, CDK5 inh -1.1, V-ATPase pHluor 3 and MITF act 14.
Screening O=C(Cc1cccs1)N/N=C/c1ccco1 returned CAL PDZ FP-1 -5, Rtt109 HAT inh -5, dFosB act -2, cardiac RTF act -1, CAL PDZ FP-2 0.9, Tat transport 4, CDK5 inh -0.8, V-ATPase pHluor 1 and MITF act 19.
